Source: PubChem BioAssay (several laboratories)
Runt-SMMHC FRET – inhibitors of RUNX1 Runt–CBFb-SMMHC binding, primary screen, biochemical, FRET, Cerulean-Runt, Venus-CBFb-SMMHC, uHTS | AID 1434, 2008 | inhibition, % at 20 µM | Runt-related transcription factor 1 (Homo sapiens) + Core-binding factor subunit beta … | 220,000 tested, 0.74% active | Cerulean-Runt/Venus-CBFb-SMMHC FRET ratio 530/480, 1 h;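 active = mean inhibition across duplicate retests at 20 µM reaching about 50%, limit read from the data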;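 also: 0% = DMSO wells and 100% = wells with excess untagged CBFb-SMMHC; inhibitors lower the FRET ratio by blocking Runt binding to CBFb-SMMHC; some results filed as inactive read as strong as hits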
Target sequence (Q01196 whole entry, looked up): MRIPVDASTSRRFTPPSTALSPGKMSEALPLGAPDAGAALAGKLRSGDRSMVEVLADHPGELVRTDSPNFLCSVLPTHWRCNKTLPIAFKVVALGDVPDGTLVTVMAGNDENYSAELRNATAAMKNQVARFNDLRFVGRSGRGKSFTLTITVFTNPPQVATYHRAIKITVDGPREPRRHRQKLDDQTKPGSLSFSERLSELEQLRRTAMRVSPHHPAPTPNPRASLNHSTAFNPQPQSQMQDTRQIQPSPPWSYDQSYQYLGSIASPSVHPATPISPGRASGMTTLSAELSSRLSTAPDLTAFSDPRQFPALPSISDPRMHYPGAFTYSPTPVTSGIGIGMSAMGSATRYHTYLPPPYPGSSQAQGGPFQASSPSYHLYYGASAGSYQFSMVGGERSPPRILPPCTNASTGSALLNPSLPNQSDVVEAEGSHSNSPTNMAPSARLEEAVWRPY
Target sequence (Q13951 whole entry, looked up): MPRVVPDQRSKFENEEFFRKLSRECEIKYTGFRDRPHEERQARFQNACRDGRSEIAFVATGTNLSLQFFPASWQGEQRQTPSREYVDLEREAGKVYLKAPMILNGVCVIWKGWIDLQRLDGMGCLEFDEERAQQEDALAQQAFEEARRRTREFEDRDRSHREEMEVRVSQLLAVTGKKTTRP
p47phox inh – p47phox/p22phox peptide binding inhibitors, primary screen, biochemical, uHTS, NADPH oxidase regulatory subunit; 220,000 tested, 0.53% active; inhibition, % at 24.7 µM; AID 1274, 2008; fluorescence polarization, 2 h; Neutrophil cytosol factor 1 (Homo sapiens), P14598;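 active = inhibition above about 30%, limit read from the data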;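 also: 0% = p47phox with labelled peptide and 100% = labelled peptide alone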
TbHK1 inh – Trypanosoma brucei hexokinase 1 inhibitors, primary screen, biochemical, G6PDH-coupled NADH absorbance, MLSCN library | recombinant TbHK1, G6PDH-coupled NADH A340 | 220,000 tested, 0.11% active | inhibition, % at 10 µM | hexokinase 1 [Trypanosoma brucei];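 active = inhibition of 50% or more in the single-dose primary screen; inactive = inhibition below 50%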
RBBP9 inhibitor – human RBBP9 inhibitors, primary screen, biochemical, fluorescence polarization, FP-Rh probe, HTS; Serine hydrolase RBBP9 (Homo sapiens), O75884; recombinant RBBP9; inhibition, % at 7.94 µM; 220,000 tested, 0.2% active;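 active = inhibition above the campaign mean of all tested compounds plus 3 SD, cut at about 14% in these data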;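 also: plate controls were DMSO wells with RBBP9 for no effect and wells lacking RBBP9 protein for full effect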
Target sequence (O75884 whole entry, looked up): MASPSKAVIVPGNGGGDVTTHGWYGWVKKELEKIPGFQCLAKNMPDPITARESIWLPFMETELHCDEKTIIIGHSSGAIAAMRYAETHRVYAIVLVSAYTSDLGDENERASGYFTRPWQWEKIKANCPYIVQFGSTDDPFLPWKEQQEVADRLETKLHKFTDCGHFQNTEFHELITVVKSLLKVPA
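system = RBBP9 protein | input = RBBP9 at 2.5 µM in dispensed solution, before mixing | measured by = fluorescence polarization (mP), excitation 525 nm, emission 598 nm | incubation = enzyme-compound preincubation 30 min, then probe labeling 45 min, 25 °C | buffer or medium = Tris-NaCl-Pluronic buffer, pH 8.0 | compound = single dose 7.94 µM | also added = FP-Rh probe, 375 nM dispensing solution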
m-calpain inh – inhibitors of pig calpain II, primary screen, biochemical, fluorogenic peptide substrate, 1536-well; AID 1236, 2008; inhibition, % at 16 µM; purified calpain II, 30 min; 220,000 tested, 0.37% active;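 active = inhibition above about 50%, limit read from the data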
EBV gp42 inh – Epstein-Barr virus gp42 inhibitors, primary screen, biochemical, uHTS, fluorescence polarization | 220,000 tested, 0.42% active | Glycoprotein 42 (Epstein-Barr virus (strain AG876)), Q1HVG2 | inhibition, % (tested at 21.74 µM) | AID 1085, 2008 | Fluorescence polarization binding assay, mP read-out; in the data active = inhibition above about 50%
Runt-CBFb FRET – inhibitors of RUNX1 Runt–CBFb binding, primary screen, biochemical, FRET, Cerulean-Runt, Venus-CBFb, uHTS; Runt-related transcription factor 1 (Homo sapiens) + Core-binding factor subunit beta …; Cerulean-Runt/Venus-CBFb FRET ratio 530/480, 1 h; inhibition, % at 20 µM; 220,000 tested, 0.46% active; AID 1496, 2009;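 active = inhibition over about 50% at 20 µM in the single-dose screen, limit read from the data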;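 also: 0% = DMSO wells and 100% = excess unlabeled CBFb competitor control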
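Assay system: Cerulean-Runt domain / Medium: Tris 50 mM pH 7.5, KCl, K2SO4, 0.01% BSA / Timing: protein complex preformed 1 h, compound exposure 1 h, room temperature, dark / Measured by: FRET, excitation 422 nm, emission at 530 and 480 nm / Evaluation: loss of energy transfer signal / Control set: 5 µM unlabeled CBFb as full-inhibition high control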
p97 ATPase inh – inhibitors of human p97 ATPase, primary screen, biochemical | inhibition, % at 8 µM | recombinant p97 ATPase, Kinase-Glo ATP luminescence, 3 h | AID 1481, 2009 | 220,000 tested, 0.42% active | Transitional endoplasmic reticulum ATPase (Homo sapiens), P55072; in the data active = inhibition above about 15%;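 also: 0% = DMSO vehicle and 100% = wells lacking enzyme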
Furin inhibitor – human furin inhibitors, primary screen, biochemical, fluorescence intensity | purified furin, fluorogenic substrate cleavage | inhibition, % at 30 µM | 220,000 tested, 0.061% active; in the data active = inhibition above about 25%; also: inactives centre near -15
* hit, by the source's call; [ ] = another dose, or the depositor's remark.

SMILES	Runt-SMMHC FRET	p47phox inh	TbHK1 inh	RBBP9 inhibitor	m-calpain inh	EBV gp42 inh	Runt-CBFb FRET	p97 ATPase inh	Furin inhibitor
Cc1c(C(=O)Nc2cc(S(=O)(=O)N3CCOCC3)ccc2N2CCOCC2)oc2ccccc12	-2	-4	-16	-2	-137	-3	-14	-1	-12
Cc1cc(C)cc(Oc2cc(NC(=O)c3cn(C)nc3C)cc([N+](=O)[O-])c2)c1	0	-14	-20	-10	-49	-21	0	-2	-6[20 µM]
Cc1[nH]nc2ncc(C(=O)c3cc(F)ccc3O)cc12	-5	-4	-32	-5	1	-13	-1	-2	-5[20 µM]
CC1CCN(C(=O)CSc2nc3ccccc3s2)CC1	2	10	-1	-9	-16	-23	3	-1	-4[20 µM]
NNC(=O)c1[nH]c2ccc(Cl)cc2c1-c1ccccc1	0	-16	-18	-1	-5	-3	1	2	-26
Cc1cc(C)nc(NS(=O)(=O)c2ccc(NC(=O)C3COc4ccccc4O3)cc2)n1 (stereo not drawn)	1	-9	7	-8	11	4	0	-1	-2
COc1cc(C(=S)NCc2ccccc2)cc(Br)c1O	4	-11	-12	-7	-29	-17	23	7	-21
CN(C)/C=N/c1sc2c(c1C(N)=O)CCCC2	2	-12	-21	7	16	-4	3	0	-30
COc1ccc2c(c1)CCC/C2=N\NC(=O)c1ccoc1C	1	-25	22	-9	-8	4	4	-5	-7
O=C(O)c1ccccc1-c1nc2ccccc2n1-c1ccccc1	-2	-5	1	4	0	0	-3	6	-22

Reprinted from the part before: 5 entries; new compounds follow.
SMILES	Runt-SMMHC FRET	p47phox inh	TbHK1 inh	RBBP9 inhibitor	m-calpain inh	EBV gp42 inh	Runt-CBFb FRET	p97 ATPase inh	Furin inhibitor
Cc1cc(C)nc(NS(=O)(=O)c2ccc(NC(=O)C3COc4ccccc4O3)cc2)n1 (stereo not drawn)	1	-9	7	-8	11	4	0	-1	-2
COc1cc(C(=S)NCc2ccccc2)cc(Br)c1O	4	-11	-12	-7	-29	-17	23	7	-21
CN(C)/C=N/c1sc2c(c1C(N)=O)CCCC2	2	-12	-21	7	16	-4	3	0	-30
COc1ccc2c(c1)CCC/C2=N\NC(=O)c1ccoc1C	1	-25	22	-9	-8	4	4	-5	-7
O=C(O)c1ccccc1-c1nc2ccccc2n1-c1ccccc1	-2	-5	1	4	0	0	-3	6	-22
CC(C)CC(CO)N1CCN(C(=O)c2ccc(Cl)cc2Cl)CCC1=O (stereo not drawn)	-1	3	2	-6	-17	-1	-1	1	-11
O=C(CCN1C(=O)c2ccncc2C1=O)NCc1ccc(Cl)cc1	4	-8	29	-2	-13	-6	2	1	-14
Cc1cnc(C(=O)Nc2ccc(N3CCOCC3)cc2)cn1	-2	-11	-10	-5	-4	-15	-2	6	-18[20 µM]
Clc1nc(-c2cccnc2)nc2scc(-c3ccccc3)c12	-5	-58	-4	5	-14	-32	-3	9	-16
Brc1ccc2nc3c(n2c1)CCCC3	-3	-2	-10	-5	2	-14	-3	-4	-10
CCOC(=O)C1CCN(C(=O)/C=C/c2cccs2)CC1	3	-10	-8	-3	-45	-17	-1	4	-24
CC(=O)c1ccc(OCCn2cnc3ccccc32)cc1	-5	-33	27	-8	13	-67	1	-3	-6
COC(=O)c1[nH]c(C)c(/C(O)=C2\C(=O)C(=O)N(CCN(C)C)C2c2cccc(OC)c2OC)c1C (stereo not drawn)	2	-9	-34	-12	21	-7	0	-5	-1
CCOc1cccc(NC(=O)/C(C#N)=C/c2cccnc2)c1	0	-31	-11	3	-20	-17	1	5	4
CN1CCS/C1=C/C=C1/SC(=S)N(Cc2ccccc2)C1=O	-27	3	-8	-9	23	-213	-12	-2	-11
Cc1cnc(C(=O)Nc2ccc(F)c(F)c2)cn1	-1	-13	-3	0	28	-10	-1	1	-24
CCOc1ccc(CSCCNC(=S)Nc2ccccc2)cc1	1	1	7	-6	43	-1	-1	-10	-16
COc1ccc(N2CCN(c3nc4ccccc4nc3NS(=O)(=O)c3ccccc3)CC2)cc1	5	5	-27	0	-46	15	7	0	-3[20 µM]
Cn1c2c(c(=O)n(C)c1=O)C(c1ccc(F)cc1)C(C#N)=C(N)O2 (stereo not drawn)	4	-5	2	0	0	-25	6	2	-25
S=C(Nc1ccccc1)N1N=C(c2cccs2)CC1c1cccs1 (stereo not drawn)	4	-40	-32	-12	22	-27	5	1	-22
O=C1CSC(c2cn(-c3ccccc3)nc2-c2ccccc2)N1Cc1ccco1 (stereo not drawn)	5	-24	3	0	20	-2	-1	-1	-33[20 µM]
Cc1cccc(NC(=O)c2sc(NC(=O)COc3ccccc3)c(C#N)c2C)c1C	-1	-18	-10	-2	-4	-1	-1	1	-3
CC1(C)OC(C)(C)/C(=C/Nc2ccc(O)cc2)C1=O	-2	21	-29	20*	-18	15	6	8	-2
Cc1ccc(-c2nnc(N3CCN(C(=O)COc4cccc(C)c4)CC3)c3ccccc23)cc1	-3	-19	4	-9	25	-8	-2	-3	-7
CCNc1ccc(C(=O)Nc2ccc3nc(C)sc3c2)cc1[N+](=O)[O-]	-11	4	-2	1	-30	-12	-5	4	-9
CC(C)=C(NC(=O)c1ccccc1)C(=O)NCc1ccccc1	2	-15	-1	-2	1	-16	-2	4	-32
N#C/C(=C\c1ccc(-c2ccc(C(=O)O)cc2)o1)c1nc2ccccc2[nH]1	-16	-13	-1	-1	-63	-98	-223	6	-10
FC(F)(F)c1cnc(N2CCSCC2)c(Cl)c1	-1	-3	9	-10	15	-11	1	2	-14
O=S(=O)(NCc1ccco1)N1CCOCC1	0	-1	4	-3	-6	-14	0	1	-21[20 µM]
COc1ccccc1NC(=O)N1CCc2c([nH]c3ccccc23)C1C(F)(F)F (stereo not drawn)	-6	2	-2	6	11	-4	-2	14	-17
COC(=O)c1cn(-c2ccccc2)nc1C(=O)OC	0	-10	0	0	20	-6	-3	1	-7
CCN(CC)C(=O)C(C)OC(=O)COc1ccc(Cl)cc1Cl (stereo not drawn)	3	0	36	-19	26	-9	-2	-7	-4
CSc1nc(=S)n(Cc2ccccc2)c(C)c1C(C)=O	-2	-31	-10	-5	-2	-3	-2	6	-8
Cc1ccccc1N1C(=O)c2ccccc2C1Nc1cccnc1 (stereo not drawn)	-2	5	-5	-10	-42	1	-1	-6	-21
Cc1c(NC(=O)c2ccccc2)c(=O)n(-c2ccccc2)n1C	3	0	7	5	-13	-7	2	1	-7[20 µM]

A different layout for some results above.
Runt-SMMHC FRET	p47phox inh	TbHK1 inh	RBBP9 inhibitor	m-calpain inh	EBV gp42 inh	Runt-CBFb FRET	p97 ATPase inh	Furin inhibitor	SMILES
-2	5	-5	-10	-42	1	-1	-6	-21	Cc1ccccc1N1C(=O)c2ccccc2C1Nc1cccnc1 (stereo not drawn)
0	-1	4	-3	-6	-14	0	1	-21[20 µM]	O=S(=O)(NCc1ccco1)N1CCOCC1
-2	-31	-10	-5	-2	-3	-2	6	-8	CSc1nc(=S)n(Cc2ccccc2)c(C)c1C(C)=O
2	-15	-1	-2	1	-16	-2	4	-32	CC(C)=C(NC(=O)c1ccccc1)C(=O)NCc1ccccc1
3	0	7	5	-13	-7	2	1	-7[20 µM]	Cc1c(NC(=O)c2ccccc2)c(=O)n(-c2ccccc2)n1C
-1	-3	9	-10	15	-11	1	2	-14	FC(F)(F)c1cnc(N2CCSCC2)c(Cl)c1

(more compounds)
SMILES	Runt-SMMHC FRET	p47phox inh	TbHK1 inh	RBBP9 inhibitor	m-calpain inh	EBV gp42 inh	Runt-CBFb FRET	p97 ATPase inh	Furin inhibitor
COc1ccc(N(CC(O)Cn2nnc3ccccc32)S(=O)(=O)c2ccc(C)cc2)cc1 (stereo not drawn)	-4	-5	4	-9	29	9	1	-4	-11
CC1Cc2ccccc2C(=O)N1 (stereo not drawn)	5	-12	0	-5	-8	-4	0	1	-19
Cc1cccc(S(=O)(=O)c2c(N)n(/N=C/c3ccco3)c3nc4ccccc4nc23)c1	27	-102	-24	-3	-154	-9	14	7	-5
CC(C)(C)C(=O)O/N=C(\N)COc1cccc(Cl)c1	3	3	1	5	3	-1	1	1	-15
CCc1ccccc1NC(=O)Cn1nc(C(F)(F)F)cc1C1CC1	5	-4	-1	-8	-35	10	-2	-2	-19[20 µM]
O=C(CSc1n[nH]c(-c2cccs2)n1)NCc1cccs1	2	-10	1	2	-24	4	-1	4	-24
CCCN=C(C)C1=C(O)c2ccccc2C1=O	-6	-10	-15	0	2	-4	1	3	-13
COc1cccc(NC(=O)C(NCC(C)(C)CN(C)C)c2ccccc2)c1 (stereo not drawn)	-1	-11	-3	-5	-15	-11	-1	3	-3[20 µM]
